# TSHR antag – human thyrotropin receptor antagonism; AID 504810; TSHR-expressing cells, TSH-stimulated cAMP HTRF, 2 h; stronger effect = lower value; activity change, negative = inhibition, % at 11.5 µM; 0.2% of 330,000 active;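 active = activity change below a set negative limit, meaning inhibition stronger than a set level, cut at about -70% in these data; inconclusive = activity change between two set negative limits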; also: % is scaled to controls: 0 for no effect and ±100 for the full control effect
#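 Inhibition of cAMP made by TSHR-expressing cells under TSH stimulation (4nM final, EC80; 2 h, 37 deg C) is quantified with a one-step lysis HTRF kit, anti-cAMP cryptate versus cAMP-d2.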
# USP2a inh – blocks human ubiquitin-specific protease USP2a. O75604. USP2 core, Ub-CHOP2 coupled fluorogenic reporter, 485/531. Potency, µM (doses to about 38.3 µM), inactives show top-dose activity change, negative = inhibition, actives largely listed as inhibitors. 0.01% of 330,000 active. AID 463254;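 also: potency is read from the fitted curve at half-maximal effect; plate controls were DMSO wells for no effect and full inhibition by NEM control for full effect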
#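 Deubiquitinase activity read as fluorescence (485/531 nm) after Ub-CHOP2 cleavage activates the enterokinase reporter on its substrate; USP2 core 10nM, Ub-CHOP2 and substrate 25nM each, 30min compound preincubation then 60min RT; data normalized to NEM, curves fitted.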
# PTAP TSG101 blk – blocks PTAP/TSG101 interaction to inhibit HIV-1 budding | Q99816 | Fluorescence polarization, FITC-PTAP peptide / Tsg101 binding | Potency, µM (series often up to 115 µM), without a hit: at the highest dose activity change, negative = inhibition, usual class: inhibitors | 340,000 tested, under 10 active | AID 493005; active = well fitted inhibition curve with a large enough effect in the main read-out, with a control signal flat, not every such curve was filed as active; inconclusive = small, poorly fitted or top-dose-only effect, or effect the other way, or a change in a side signal; inactive = no such curve, though single readings can be large or run the other way; also: potency is read from the fitted curve at half-maximal effect; % of control where 0% means no effect
#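 FP read-out: FITC-PTAP peptide, 50 nM final, binding Tsg101 binding domain, 10 uM final; 20 min, r.t.; 10 mM HEPES pH 7.5, 0.15 M NaCl, 0.01% Tween 20, 3 mM EDTA, 0.1 mM TCEP.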
# Tb PFK block – inhibitors of T. brucei phosphofructokinase | Potency, µM (series often up to 57.5 µM), for inactives: top-dose activity, negative = inhibition, hits mostly inhibitors | AID 485367 | 0.17% of 330,000 active | O15648 | T. brucei PFK, ADP-Glo luminescence;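 also: potency is read from the fitted curve at half-maximal effect; 0% = uninhibited 1x PFK enzyme wells and -100% = no-enzyme wells; nearly all actives have a fitted effect of over 60% in size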
# Target sequence (O15648 whole entry, looked up): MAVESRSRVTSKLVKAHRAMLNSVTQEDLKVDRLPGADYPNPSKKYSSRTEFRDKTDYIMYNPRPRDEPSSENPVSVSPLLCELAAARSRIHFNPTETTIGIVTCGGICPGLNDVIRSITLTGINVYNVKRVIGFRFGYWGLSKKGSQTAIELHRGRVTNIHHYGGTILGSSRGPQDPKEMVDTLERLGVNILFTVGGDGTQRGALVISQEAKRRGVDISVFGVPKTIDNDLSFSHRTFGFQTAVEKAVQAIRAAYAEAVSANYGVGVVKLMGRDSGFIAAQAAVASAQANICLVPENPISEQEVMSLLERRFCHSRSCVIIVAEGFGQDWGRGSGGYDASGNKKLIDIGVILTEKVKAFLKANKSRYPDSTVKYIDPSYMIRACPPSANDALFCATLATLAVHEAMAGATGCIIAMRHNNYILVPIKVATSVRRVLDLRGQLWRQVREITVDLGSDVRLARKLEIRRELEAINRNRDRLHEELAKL
#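 1.25 nM PFK with 0.5 mM F6P and 0.1 mM ATP in 0.1 M TEA pH 8.0, 5 mM MgCl2, incubated 45 min at room temperature; ADP measured by ADP-Glo luminescence; compounds titrated up to 57 uM.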
# Chronic BCR inh – chronic active BCR signaling inhibition; ABC-DLBCL IkBa-CBG/CBR reporter, luminescence ratio, 4 h; Potency, µM (highest dose often 46.1 µM), for inactives: at the top dose ratio change, negative = lower green/red ratio, actives largely listed as inhibitors; 0.05% of 340,000 active; AID 493014; active = well fitted inhibition curve with a large enough effect in the signal ratio, with a control signal flat, not every such curve was filed as active; inconclusive = small, poorly fitted or top-dose-only effect, or effect the other way, or a change in a side signal; the % refers to the signal ratio;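 also: potency is read from the fitted curve at half-maximal effect; plate controls were basal doxycycline-induced cells for no effect and cells given 10 µM MG132 for full effect; MG132 reads +100%, hits lower the ratio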
#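 Concentration-response series (up to 46 uM) were applied to TMD8 dual-reporter cells for 4 h at 37C with doxycycline. Green/red ratio, after filter-overlap correction, defined %Activity; red signal alone was normalised to basal cells and zero luminescence.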
# TCR activator – activators of T cell receptors; primary human leukocytes, anti-CD3, IL-2 HTRF, 48 h; Potency, µM (titrated, usually from 9.22 µM), without a hit: at the top dose activation of IL-2 secretion, most hits filed as activators; 330,000 tested, under 10 active; AID 504894; also: % of control where 0% means no effect
#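 Readout: HTRF IL-2, Eu-cryptate/d2 antibody pair, 320nm excitation, 665nm emission. Stimulus: a-CD3 beads, no co-stimulation. Cells: primary human leukocytes. Exposure: 48 hr with compound.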
# ELG1 DNA repair – blocks ELG1-dependent DNA repair in HEK293T cells. HEK293T ELG1-luciferase reporter, luminescence, 16 h; DNA damage induced by 5-fluorouridine. Potency, µM (top dose mostly 46.1 µM), without a hit: at the top dose activity change, negative = inhibition, hits mostly inhibitors. 2.3% of 330,000 active. AID 504467; also: potency is read from the fitted curve at half-maximal effect; % is scaled to controls: 0 for no effect and ±100 for the full control effect; nearly all actives have a fitted effect of over 55% in size
#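 HEK293T cells expressing luciferase-tagged ELG1 (2,000/well) received 5-Fluorouridine plus compound or DMSO for 16 hr at 37 °C. Luciferase was read by ONE-Glo luminescence after 30 min at room temperature.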
# Mito fusion yeast – blocks mitochondrial division or promotes mitochondrial fusion | S. cerevisiae fusion-defective mutant growth rescue, CellTiterGlo 48 h | Potency, µM (doses to about 46.1 µM), for the others: top-dose growth rescue (activation), hits mostly activators | 0.23% of 320,000 active | AID 485298;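 also: potency is read from the fitted curve at half-maximal effect; % of control where 0% means no effect; nearly all actives have a fitted effect of over 45% in size; temperature-sensitive fusion mutants such as fzo1-1 at 37 °C on non-fermentable ethanol glycerol medium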
#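 Growth-rescue viability read-out: after 48 h at the non-permissive 37C in glycerol/ethanol YPEG, yeast mitochondrial fusion mutants are measured by CellTiterGlo luminescence; compounds (23 nl pinned per well) restoring growth score as division inhibitors or fusion activators.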
# Eya2 inh – inhibitors of human Eya2 phosphatase activity. O00167. recombinant Eya2, OMFP fluorescence dephosphorylation (OMFP is methylfluorescein phosphate). 0.006% of 330,000 active. AID 488837. Potency, µM (highest dose often 76.9 µM), inactives show top-dose activity, negative = inhibition, hits mostly inhibitors; also: potency is read from the fitted curve at half-maximal effect; % is scaled to controls: 0 for no effect and ±100 for the full control effect
# Target sequence (O00167 whole entry, looked up): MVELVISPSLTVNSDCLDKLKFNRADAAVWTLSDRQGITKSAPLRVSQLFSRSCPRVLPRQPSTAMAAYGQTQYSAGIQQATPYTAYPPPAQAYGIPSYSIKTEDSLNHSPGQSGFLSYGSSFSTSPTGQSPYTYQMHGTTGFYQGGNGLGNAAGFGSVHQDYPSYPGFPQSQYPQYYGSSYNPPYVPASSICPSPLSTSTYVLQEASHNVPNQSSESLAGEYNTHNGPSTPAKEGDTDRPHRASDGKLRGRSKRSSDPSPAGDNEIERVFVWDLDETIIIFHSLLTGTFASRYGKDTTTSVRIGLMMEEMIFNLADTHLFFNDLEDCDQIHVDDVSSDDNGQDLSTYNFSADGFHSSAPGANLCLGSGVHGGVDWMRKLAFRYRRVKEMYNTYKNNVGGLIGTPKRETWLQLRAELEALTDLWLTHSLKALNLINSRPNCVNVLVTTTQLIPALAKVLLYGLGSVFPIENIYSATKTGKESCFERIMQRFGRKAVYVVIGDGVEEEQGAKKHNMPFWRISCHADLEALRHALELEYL
#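 Eya2 (0.2 uM) preincubated 10 min at ambient with compound, then OMFP substrate added at 50 uM; 10 min reaction in 50 mM HEPES pH 7.5, 50 mM NaCl, 5 uM MgCl2, 0.05% BSA, 1 mM DTT. Fluorescence read at Ex 485/Em 525 nm.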
# B2AR arrestin – agonists driving beta-arrestin recruitment to human beta2-adrenergic receptor | Potency, µM (top dose mostly 46.1 µM), inactives show at the highest dose activation, actives largely listed as activators | AID 492947 | P07550 | beta-arrestin recruitment to beta2AR, cell-based reporter | 0.02% of 330,000 active;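 also: potency is read from the fitted curve at half-maximal effect; 0% = DMSO controls and full agonism = EC100 isoproterenol or metaproterenol; nearly all actives have a fitted effect of over 65% in size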
# uPA generation – cell surface uPA generation inhibition | Potency, µM (top dose mostly 38.3 µM), without a hit: at the top dose activity change, negative = inhibition, most hits filed as inhibitors | cell surface uPA generation assay, qHTS | 0.31% of 330,000 active; active = well fitted inhibition curve with a large enough effect; inconclusive = small, poorly fitted or top-dose-only effect; inactive = no such curve, though single readings can be large or run the other way; tested in mouse RAW 264.7 cells; also: potency is read from the fitted curve at half-maximal effect; % is scaled to controls: 0 for no effect and ±100 for the full control effect; nearly all actives have a fitted effect of over 55% in size
# Numbers without * were called inactive; ? = inconclusive; nt = not tested or not shown; [ ] = remark or other dose. Unless noted, calls follow the shape of the dose curve; as a rule, active = well fitted curve in the direction sought with a large enough effect; inconclusive = small, poorly fitted or top-dose-only effect, or another doubt; inactive = no such curve, though single readings can be large; an effect the other way counts as inactive or inconclusive.
SMILES,TSHR antag,USP2a inh,PTAP TSG101 blk,Tb PFK block,Chronic BCR inh,TCR activator,ELG1 DNA repair,Mito fusion yeast,Eya2 inh,B2AR arrestin,uPA generation
Cc1ccoc1C(=O)Nc1ccc2ccccc2c1,-9,2%,-6%,4%,?,7%,?,26%,0%,0.2%,-11%
O=C(Nc1ccccc1Cl)NC1(C(=O)N2CCOCC2)CCCCC1,-16,2%,-5%,1%,0%,0%,1%,6%,4%,0.1%,-1%
COn1c(=O)c(=O)n(OC)c2ccccc21,-3,2%,1%,0%,0%,4%,5%,2%,-2%,-0.1%,0%
COc1cc(OC)c2c(-c3cccc(-c4ccc(OC(F)(F)F)cc4)c3)cc(=O)oc2c1,-5,-1%,-1%,4%,?,-1%[46.1 µM],-17%,nt,0%,10%,10%
COc1ccc(-n2c(O)c(/C=N/NS(=O)(=O)c3cccc([N+](=O)[O-])c3)c3ccccc3c2=O)cc1OC,-1,1%,?,10%,-2%,-1%,-18%,-2%,22%,0.2%,1%
Cc1cc(OCC(=O)C(C)(C)C)c2c(C)c(C)c(=O)oc2c1,-1,4%,1%,-4%,1%,7%,?,13%,-6%,-0.2%,-9%
COC(=O)c1ccc(CNC(=O)CCNC(=O)c2ccco2)cc1,6,0%,-10%,4%,2%,-1%,7%,-1%,2%,-0.2%,25%
CCOCCSc1nc2c(c(=O)[nH]c(=O)n2C)n1CCCc1ccccc1,-3,1%,4%,0%,1%,3%,2%,3%,14%,0.2%,-3%
CCS(=O)(=O)c1ccc(C(=O)Nc2ccccc2)c(Cl)c1Cl,?,-1%,0%,10%,?,1%,-10%,-10%,13%,-0.1%,2%
Cc1cc(Cl)c(S(=O)(=O)N2CCCCCC2)cc1OCC(=O)NC1CCCCC1,-40,3%,-2%,3%,6%,2%,9.2µM*,-8%,-17%,-0.1%,-2%
COc1ccccc1N1C(=O)N(C(C)=O)C2C1Nc1ccccc1N2C (configuration not stated),nt,0%,0%,3%,-8%,4%,?,-2%,9%,-0.4%,-24%
CCCCNC(=O)Nc1ccon1,-5,-4%,-5%,5%,1%,-2%,-5%,-6%,-1%,-0.2%,-1%

# 3 of these compounds, set out differently:
Compound | TSHR antag | USP2a inh | PTAP TSG101 blk | Tb PFK block | Chronic BCR inh | TCR activator | ELG1 DNA repair | Mito fusion yeast | Eya2 inh | B2AR arrestin | uPA generation
COc1cc(OC)c2c(-c3cccc(-c4ccc(OC(F)(F)F)cc4)c3)cc(=O)oc2c1 | -5 | -1% | -1% | 4% | ? | -1%[46.1 µM] | -17% | nt | 0% | 10% | 10%
Cc1cc(OCC(=O)C(C)(C)C)c2c(C)c(C)c(=O)oc2c1 | -1 | 4% | 1% | -4% | 1% | 7% | ? | 13% | -6% | -0.2% | -9%
CCCCNC(=O)Nc1ccon1 | -5 | -4% | -5% | 5% | 1% | -2% | -5% | -6% | -1% | -0.2% | -1%

# The list continues:
SMILES,TSHR antag,USP2a inh,PTAP TSG101 blk,Tb PFK block,Chronic BCR inh,TCR activator,ELG1 DNA repair,Mito fusion yeast,Eya2 inh,B2AR arrestin,uPA generation
CCOC(=O)c1c(C)[nH]c(C(=O)OC(C)C(=O)Nc2ccccc2OC)c1C (configuration not stated),2,3%,0%,1%,2%,-3%,?,4%,-21%,0.1%,11%
CSc1ccccc1NC(=O)c1cc(-c2cccs2)on1,-5,4%,0%,5%,?,9%,?,1%,5%,-0.8%,nt
CCCCC(C(=O)NC1CCCC1)N(Cc1ccccc1)C(=O)c1snc(C(N)=O)c1N (configuration not stated),-1,-5%,-4%,0%,4%,-5%,-29%,1%,-15%,-0.1%,2%
Cc1ccccc1OCC(=O)NCCCNC(=O)c1ccco1,-1,-3%,0%,5%,-2%,2%,13%,-3%,2%,-0.4%,4%
CSCCC(NS(=O)(=O)c1ccccc1F)C(=O)NCC(c1ccc(F)cc1)N1CCOCC1 (configuration not stated),0,0%,0%,-4%,-1%,nt,9%,-6%,-4%,-0.4%,-5%
O=C(COC(=O)c1cc([N+](=O)[O-])ccc1NCc1ccccc1)NCc1ccccc1Cl,-4,-6%,0%,4%,?,1%[46.1 µM],?,-1%,-2%,0.4%,0%
O=c1c2cc(Cl)ccc2nc(-c2ccccc2Cl)n1O,0,3%,0%,-4%,5%,-2%,-10%,-19%,-16%,-0.1%,-2%
Cc1ccc([N+](=O)[O-])c(OCCCN2CCCCCC2)c1,14,0%,0%,-1%,-9%,9%,13%,-5%,-5%,0.2%,2%
Cc1ccc(C(=O)N2CCc3ccccc3C2)cc1S(=O)(=O)N1CCOCC1,9,0%,-1%,0%,1%,-9%,11%,2%,2%,-0.6%,0%
O=C(CNC(=O)c1[nH]cnc1C(=O)N[C@@H](Cc1ccccc1)C(=O)OCc1ccccc1)OCc1ccccc1,-24,-10%,0%,1%,?,13%,?,-2%,12%,0.6%,5%
O=C(COC(=O)/C=C/c1cccc(F)c1)NC1CCCCCC1,-16,1%,19%,-1%,2%,3%[46.1 µM],8%,nt,3%,-0.5%,10%
CCN1C(=O)[C@H]2[C@H]3CN=C(SCc4ccc(Cl)cc4)N3[C@@](C)(C(=O)OC)[C@H]2C1=O,1,5%,-11%,-2%,8%,-7%[46.1 µM],-2%,nt,10%,0.6%,10%
Cc1oc(-c2cccc(F)c2)nc1CN1CCCCC1CCn1cccn1 (configuration not stated),-4,-9%,-2%,4%,-5%,6%,-10%,-5%,2%,-0.9%,12%
CC(C)[C@H](N)c1nnc2n1N=C(c1ccc(Cl)cc1)CS2,3,3%,2%,-3%,-4%,-7%,8%,2%,-1%,-0.3%,-4%
O=C(CCN1C(=O)C2CC=CCC2C1=O)Nc1ccccc1Cl (configuration not stated),4,-2%,-2%,1%,3%,7%,-6%,1%,3%,-0.6%,3%
Cc1ccc(-c2nn(C)c(=O)c3ccccc23)cc1S(=O)(=O)NCCO,-1,4%,-6%,-5%,?,6%,?,1%,-6%,-0.2%,nt
CCOC(=O)c1c(OCC)[nH]c2ccc(O)cc12,-6,4%,-6%,3%,?,-5%,-2%,-2%,2%,4.3%,-3%
COc1ccc(NC(=O)c2cc(-c3ccccc3)nc3c2c(C)nn3-c2ccccc2)c(OC)c1,0,-1%,1%,-1%,-4%,2%[46.1 µM],-27%,0%,-3%,-0.2%,-2%
O=C(Nc1ccc2c(c1)CCC2)c1ncoc1-c1ccccc1F,-11,0%,-10%,-2%,?,0%,?,8%,-15%,-0.9%,-4%
Cc1cc(NC(=O)CSc2nnc(-c3ccco3)n2Cc2ccccc2)no1,-8,0%,-8%,-1%,0%,1%[46.1 µM],-25%,-1%,5%,0.3%,-2%
COc1cccc(-n2c(SCC(N)=O)nnc2-c2ccco2)c1,-5,2%,-4%,-12%,-7%,-16%,9%,1%,1%,0.4%,0%
Cc1cc(C(=O)NCc2cccs2)n(-c2ccccc2)n1,-5,3%,-1%,-2%,0%,-2%,-18%,0%,16%,0.1%,-17%
C/C(=N\NC(=O)c1ccoc1C)c1ccc(Br)s1,-48,1%,-3%,0%,-20%,4%,?,7%,4%,-0.5%,-14%
O=C(NC1CCCCC1)C(c1cccs1)N(Cc1cccs1)C(=O)c1ccco1 (configuration not stated),-4,-8%,-3%,-5%[0.46 µM],12%,6%,?,-3%,-5%,0.2%,5%
COc1ccc(C(=O)N2CCOC2CNC(=O)C(=O)NCc2ccco2)cc1 (configuration not stated),6,9%,0%,2%,5%,nt,17%,2%,11%,0.5%,3%
COc1ccc(N(CC(=O)NCc2ccc(F)cc2)C(=O)c2snc(C(N)=O)c2N)cc1OC,-1,0%,1%,0%,-14%,5%,-6%,4%,-6%,0.1%,10%
CSc1nc(Oc2ccc(F)cc2F)cc(C(F)(F)F)n1,38,2%,-4%,1%,2%,-2%,3%,0%,-13%,-0.2%,-1%
COc1cc(/C=C/C(=O)OCC(=O)N2CC(=O)Nc3ccccc32)ccc1O,0,9%,-1%,1%,?,11%,-4%,-2%,8%,0.2%,2%
